Screening results: PubChem BioAssay, National Center for Advancing Translational Sciences (NCATS)
KDM5B inhibitor: Primary screen for KDM5B Histone Demethylases FDH-coupled qHTS. KDM5B demethylase, FDH-coupled NADH fluorescence (FDH is formaldehyde dehydrogenase). 2.6% of 220,000 active. Potency, µM (doses to about 57.7 µM), for the others: top-dose activity change, negative = inhibition, usual class: inhibitors. Lysine-specific demethylase 5B (Homo sapiens), Q9UGL1. AID 1347165, 2019; active = well fitted inhibition curve with a large enough effect; inconclusive = small, poorly fitted or top-dose-only effect; inactive = no such curve, though single readings can be large or run the other way; also: 0% is about no effect; nearly all actives have a fitted effect of over 70% in size
Target sequence (Q9UGL1 whole entry, looked up): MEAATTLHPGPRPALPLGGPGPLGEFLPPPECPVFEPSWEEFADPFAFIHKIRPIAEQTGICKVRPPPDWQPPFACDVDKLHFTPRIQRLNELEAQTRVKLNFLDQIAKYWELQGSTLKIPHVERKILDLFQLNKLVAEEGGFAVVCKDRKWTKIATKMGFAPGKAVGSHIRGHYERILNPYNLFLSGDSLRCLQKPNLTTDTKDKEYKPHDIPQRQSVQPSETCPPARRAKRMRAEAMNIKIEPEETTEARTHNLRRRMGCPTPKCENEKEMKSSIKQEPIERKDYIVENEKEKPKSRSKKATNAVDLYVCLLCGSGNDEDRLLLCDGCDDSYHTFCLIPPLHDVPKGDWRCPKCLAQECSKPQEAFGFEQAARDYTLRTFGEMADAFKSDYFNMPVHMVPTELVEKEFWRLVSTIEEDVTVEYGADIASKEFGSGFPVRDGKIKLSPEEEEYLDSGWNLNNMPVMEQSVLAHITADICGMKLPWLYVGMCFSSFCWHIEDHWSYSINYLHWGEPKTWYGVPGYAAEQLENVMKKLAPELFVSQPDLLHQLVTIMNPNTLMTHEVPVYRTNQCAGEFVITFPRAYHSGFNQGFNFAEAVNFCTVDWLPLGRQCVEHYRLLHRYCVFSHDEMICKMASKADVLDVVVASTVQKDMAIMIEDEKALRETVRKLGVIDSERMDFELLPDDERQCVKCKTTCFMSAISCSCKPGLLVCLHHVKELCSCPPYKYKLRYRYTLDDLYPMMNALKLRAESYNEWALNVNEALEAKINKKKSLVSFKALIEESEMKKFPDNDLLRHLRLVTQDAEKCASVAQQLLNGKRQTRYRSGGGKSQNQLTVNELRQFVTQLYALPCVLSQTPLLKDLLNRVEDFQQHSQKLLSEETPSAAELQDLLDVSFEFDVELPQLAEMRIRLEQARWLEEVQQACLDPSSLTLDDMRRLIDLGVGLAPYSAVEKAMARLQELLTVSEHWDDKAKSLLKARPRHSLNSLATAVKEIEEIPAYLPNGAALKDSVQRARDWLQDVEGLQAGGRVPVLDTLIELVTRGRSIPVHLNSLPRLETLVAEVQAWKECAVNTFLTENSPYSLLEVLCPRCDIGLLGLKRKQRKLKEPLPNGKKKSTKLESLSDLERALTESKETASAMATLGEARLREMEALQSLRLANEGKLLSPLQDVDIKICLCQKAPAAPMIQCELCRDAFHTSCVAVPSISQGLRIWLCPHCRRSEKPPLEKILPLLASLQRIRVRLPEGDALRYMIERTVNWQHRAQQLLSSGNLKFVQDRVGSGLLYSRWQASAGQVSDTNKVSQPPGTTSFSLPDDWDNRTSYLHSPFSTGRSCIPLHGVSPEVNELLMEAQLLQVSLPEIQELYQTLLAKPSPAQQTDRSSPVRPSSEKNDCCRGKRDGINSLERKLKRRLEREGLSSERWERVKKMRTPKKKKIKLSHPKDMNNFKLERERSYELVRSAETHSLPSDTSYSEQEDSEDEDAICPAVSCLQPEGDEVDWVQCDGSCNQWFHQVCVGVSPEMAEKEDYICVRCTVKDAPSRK
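qHTS format, multiple compound concentrations. Buffer 50 mM HEPES pH 7.5/0.01% Tween-20; 200 nM KDM5BΔAP final; 10 min compound preincubation; substrate-mix levels 12.5 µM peptide, 25 µM α-KG, 0.25 mM NAD⁺; 30 min RT; ΔRFU.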
* = called active by the depositor; i = inactive; u = inconclusive; [ ] = remark or other dose. Potency is read from the fitted curve at half-maximal effect. An excerpt. The share of hits here may be higher or lower than overall.

A first look:
SMILES	KDM5B inhibitor
COc1ccc(S(=O)(=O)N2CCC(C(=O)NCC3CCCO3)CC2)cc1Cl (stereo not drawn)	20%
Cc1ccc(NC(=O)CSc2ccc3c(c2)OCCO3)c(O)c1	-7%

The listing, from the first entry:
SMILES	KDM5B inhibitor
COc1ccc(S(=O)(=O)N2CCC(C(=O)NCC3CCCO3)CC2)cc1Cl (stereo not drawn)	20%
Cc1ccc(NC(=O)CSc2ccc3c(c2)OCCO3)c(O)c1	-7%
COC(=O)CCC(=O)NCc1ccccc1	17%
C=CCNc1nc(-c2ccc3c(c2)OCCCO3)cs1	-37%
COC(=O)c1ccc(-n2c(C)cc(/C=N/Nc3nc(C)cc(=O)[nH]3)c2C)cc1	u
O=C(CCSc1ccccc1)NCCc1ccc(F)cc1	5%
O=C(OCc1ccc(COC(=O)c2ccccc2C(=O)c2ccccc2)cc1)c1ccccc1C(=O)c1ccccc1	-19%
COc1cccc(CC(=O)N2CCC(c3noc(CO)n3)C2)c1 (stereo not drawn)	-11%
O=[S+]1([O-])NC2(CCN(Cc3c(F)cccc3Cl)C2)COc2ncccc21 (stereo not drawn)	u
O=c1cc(CN2CCCN(c3ccc(C(F)(F)F)cn3)CC2)nc2ccccn12	u
Cc1ccc(NC(=O)c2cc(=O)c3cc(C)cc(C)c3o2)cc1	6%
CCC(C)NC(=O)COC(=O)c1c[nH]c2ccccc12 (stereo not drawn)	14%
Cc1cccc(-c2nc3cnccn3c2NCCC(=O)N2CCCCC2)c1	28µM*
CC(C)c1cc(C(=O)N/N=C/c2ccoc2)c(O)c(C(C)C)c1	u
Cc1cccc(CN2C(=O)CN(S(C)(=O)=O)CC2(C)C(=O)NCc2ccc(F)cc2)c1 (stereo not drawn)	-3%
Cn1c(=O)c2c(ncn2CC(=O)N2CC(C(N)=O)Oc3ccccc32)n(C)c1=O (stereo not drawn)	24%
O=C(N[C@@H]1CN(c2ncccn2)C[C@H]1CO)c1ccc(F)cc1	u
c1ccc2cc3n[nH]nc3cc2c1	u
O=C(c1cnccn1)N1CC(F)(F)C[C@H]1c1nc(C2CC2)no1	24%
O=[N+]([O-])c1cccnc1Sc1ccc(F)cc1	9%
Cc1cccc2nc(CSc3nnc(N4CCCC4)n3-c3cccc(Cl)c3)cn12	11%
CCOc1ccc(-c2cc(C(=O)N3CCN(c4cccc(C(F)(F)F)c4)CC3)c3ccccc3n2)cc1	-21%
Cc1[nH]nc2c1C(c1cccc(F)c1)C(C#N)=C(N)O2 (stereo not drawn)	u
Cc1cc(C)n(CCCN2CCC(C(=O)Nc3cccc(-c4cccc(F)c4)c3)CC2)n1	19%
COc1ccc(-c2ccccc2NC(=O)C2CCCN(Cc3cccnc3)C2)cc1 (stereo not drawn)	4%

With a hit mark in KDM5B inhibitor (from the list above):
SMILES	KDM5B inhibitor
Cc1cccc(-c2nc3cnccn3c2NCCC(=O)N2CCCCC2)c1	28µM*

Returning to the listing, starting 5 compounds before the break.
SMILES	KDM5B inhibitor
Cc1cccc2nc(CSc3nnc(N4CCCC4)n3-c3cccc(Cl)c3)cn12	11%
CCOc1ccc(-c2cc(C(=O)N3CCN(c4cccc(C(F)(F)F)c4)CC3)c3ccccc3n2)cc1	-21%
Cc1[nH]nc2c1C(c1cccc(F)c1)C(C#N)=C(N)O2 (stereo not drawn)	u
Cc1cc(C)n(CCCN2CCC(C(=O)Nc3cccc(-c4cccc(F)c4)c3)CC2)n1	19%
COc1ccc(-c2ccccc2NC(=O)C2CCCN(Cc3cccnc3)C2)cc1 (stereo not drawn)	4%
Cc1ccc(/C=C/C(=O)O)c(C)c1	18%
O=C(Cc1cccnc1)N1CCCC(c2nc(CCOCC3CCCC3)no2)C1 (stereo not drawn)	15%
COCCCn1c(SCC(=O)NCc2ccccc2)nc2c(sc3ccccc32)c1=O	2%
NC(=S)N/N=C/c1ccc(Cl)cc1Cl	-26%
CCOC(=O)C(C)Oc1cc2oc(=O)cc(CC)c2cc1Cl (stereo not drawn)	u
Cc1nc(NC2CC2)sc1C(=O)N1CCC(C(N)=O)CC1	12%
COc1ccccc1C(=O)C1CCCN(Cc2ccc3c(c2)OCCO3)C1 (stereo not drawn)	18%
Cc1cc(NC(=O)c2cccc(F)c2)cc(-c2nc3ccccc3o2)c1O	2%
CC(Nc1nc2c(c(=O)[nH]c(=O)n2C)n1Cc1ccccc1Cl)c1ccccc1 (stereo not drawn)	8%
O=C(CSc1nc(Nc2ccc(F)c(F)c2)c2ccccc2n1)c1ccc(Cl)cc1	-4%
CC1CCC(NC(=O)C2CCN(C(=O)c3ncn4c3COC(c3ccc(F)cc3)C4)CC2)CC1 (stereo not drawn)	7%
CCCCCCc1ccc(C(=O)Oc2ccc(C#N)cc2)cc1	-23%
COC(=O)C1=C(C)Nc2nc3ccccc3n2C1c1ccc(C)cc1 (stereo not drawn)	15%
CCN(CC)S(=O)(=O)c1ccc2c(c1)c(=O)c(C(=O)N1CCN(c3cccc(Cl)c3)CC1)cn2C	-17%
CCOc1ccc2c(c1)cc(C(=O)Nc1cc(OC)ccc1OC)n2C	40%[activator]
Cc1ccccc1C(=O)N(Cc1ccc(N(C)C)cc1)Cc1ccco1	-22%
CCC(C)(C)NC(=O)C(c1ccc(OC)cc1)N(Cc1ccc(OC)cc1)C(=O)CCC(=O)Nc1cc(C)on1 (stereo not drawn)	-16%
Cc1cc(C)c2nc(-c3ccncc3)cc(C(=O)N3CCN(Cc4ccccc4Cl)CC3)c2c1	u
CN(Cc1ccc(-c2ccccc2)cc1)Cc1cccc2ccccc12	-12%
O=[S+]([O-])(c1cccc(C(F)(F)F)c1)N1CC(Oc2ccc3c(c2)OCO3)C1	26%[115 µM]
Cc1ccc(C)c(NC(=O)c2cnc3sc(N4CCOCC4)nn3c2=O)c1	-20%
COc1ccccc1/C=C/CN1CCNC(=O)C1CC(=O)NCc1ccon1 (stereo not drawn)	u
COc1cccc2sc(N(Cc3cccnc3)C(=O)c3ccco3)nc12	-1%
CC1=C(c2ccc(Cl)cc2)S(=O)(=O)NC1=NCCCN1CCN(c2cc(C)ccc2C)CC1	3%
O=C(c1cc(C2CC2)nc2onc(C3CCCNC3)c12)N1CCC(F)CC1 (stereo not drawn)	3%[115 µM]
Next part:
SMILES	KDM5B inhibitor
Cc1nc(CN2C[C@H](C(=O)NCc3ccc4c(c3)OCO4)C[C@@H]2c2ccc(F)cc2)cs1	3%
Cc1nn(C(C)C)c(C)c1NC(=O)c1cc2occc2n1Cc1ccc(Cl)cc1	-15%
CC(C)(C)C(=O)Oc1ccc2c(c1)O/C(=C\c1ccncc1)C2=O	-17%
COCC1CCN(Cc2cn[nH]c2-c2ccc(OC)c(F)c2)C1 (stereo not drawn)	5%
NC(=O)C1CCN(C(=O)/C=C/c2ccc(C(F)(F)F)cc2)CC1	17%
CCN(CC)S(=O)(=O)c1ccc2nc(NC(=O)c3cccnc3)sc2c1	u
O=C(NCc1ccnc2[nH]ccc12)c1ccc2c(c1)OCO2	u
Cc1ccc(CNC(C)C23CC4CC(CC(C4)C2)C3)o1 (stereo not drawn)	15%
COc1ccc(C(=O)Oc2ccc(C(C)(C)C)cc2Br)cc1	10%
COc1ccccc1C(=O)NC1=C(C)Nc2ncnn2C1c1c[nH]c2ccccc12 (stereo not drawn)	-15%
CCN1c2cc(C(=O)N3CCN(c4cccc(C)c4)CC3)ccc2C(=O)N2CCCCC21 (stereo not drawn)	u
Cc1nnnn1CCC(=O)Nc1nn(C)c2cccc(Oc3cccnc3)c12	-20%
CC(C)(C)C(=O)NC(C(=O)O)C12CC3CC(CC(C3)C1)C2 (stereo not drawn)	-4%
COC(=O)c1cc(-c2ccc(OC)cc2)nc2nc(SC)[nH]c(=O)c12	u
CNC(=O)NC(=O)CN(C)Cc1ccc(C(=O)NC2CC2)cc1	23%
CN(C)C[C@@H]1CN(S(C)(=O)=O)C[C@H]1NC(=O)c1nccn1C	-19%
Cc1ccc(OCC(=O)OCC(=O)Nc2sccc2C(N)=O)cc1C	-9%
O=S(=O)(Nc1nc2ccccc2nc1NCc1ccc(F)cc1)c1cccc2nsnc12	5%
O=C(NCc1ccnc2[nH]ccc12)c1ccccn1	5%[86.2 µM]
Cc1ccc(C(=O)CC2(O)C(=O)N(Cc3ccccc3)c3ccccc32)c(C)c1 (stereo not drawn)	-22%
CCN(CC)C(=O)c1cn2ccnc(-c3ccc(C)cc3)c2n1	-13%
Cc1noc(-c2cccn3c(CNC(=O)c4cccc(F)c4)nnc23)n1	u
CCc1ccc(NC(=O)Cc2csc(COc3cccc(C)c3)n2)cc1	-27%
Cc1cccc(NC(=O)C2CC(=O)N(c3n[nH]c4cccc(F)c34)C2)c1 (stereo not drawn)	u
COc1ccc(NC(=O)Cc2ccccc2F)cc1S(=O)(=O)Nc1ccc(Cl)cc1	-4%
Further results:
SMILES	KDM5B inhibitor
COc1ccc(CC(=O)NCC(c2cccs2)S(=O)(=O)c2ccc(F)c(C)c2)cc1 (stereo not drawn)	u
Cc1noc2ncnc(N3CCCC(C(=O)NC(C)C)C3)c12 (stereo not drawn)	-8%
CC(C)(C)c1ccnc(N[C@H]2CO[C@H]3[C@@H]2OC[C@@H]3NC(=O)CCCC(=O)O)n1	-5%[86.2 µM]
CCCC(C(=O)NCc1ccccn1)c1ccccc1 (stereo not drawn)	-4%
CCS(=O)(=O)NCC(=O)N1CCCCCNC(=O)CC1c1ccccc1 (stereo not drawn)	38%[activator]
CCN(CC)c1cc(CCC(=O)N2CCC(C)CC2)ccn1	25µM*
COc1ccc(NC(=O)[C@@H]2C[C@H](c3ccc(F)cc3)N(Cc3csc(C)n3)C2)cc1	u
C#CCN1CCN(C(=O)c2cc(-c3ccccc3)nc3ccc(C)cc23)CC1	-5%
CCOc1ccc(S(=O)(=O)N2CCN(c3ccc(NCc4ccccc4)nn3)CC2)cc1	u
COc1ccc(-c2ccc3ncn(Cc4ccccc4)c(=O)c3n2)cc1OC	u
CC1CCCC(NC(=O)c2ccccc2SCC#N)C1 (stereo not drawn)	19%
COc1ccccc1CNC(=O)COC(=O)c1cccc(S(=O)(=O)N2CCCCC2)c1	26%
Cc1cc(C(F)F)nn1Cc1nc2c3c4c(sc3ncn2n1)CCCC4	-4%
COc1ccc(C(=O)NCc2ccc(C)cc2)cc1	21%
Cc1ccc(NC(=O)CCS(=O)(=O)c2cc(Br)cc3c2N(C(=O)C2CC2)CC3)cc1	-3%
CCC(C(=O)Nc1ccc(N(C)C)cc1)n1cnc2ccccc2c1=O (stereo not drawn)	24%
Cc1cc2nc(CSc3ccc(NC(=O)C(C)C)cc3)c(=O)[nH]c2cc1C	u
COc1cccc(C2Oc3ccccc3C3CC(c4cccs4)=NN32)c1 (stereo not drawn)	u
CC(NC(=O)c1ccc(Cl)cc1)c1ccc(NC(N)=O)cc1 (stereo not drawn)	-4%
CC(=O)NC(CC(C)C)c1ccccc1 (stereo not drawn)	12%
COc1ccccc1Nc1c2c(nc3ccc(NC(=O)c4ccc(N(C)C)cc4)cc13)CCCC2	19%
COc1ccc(C[C@H](NC(=O)[C@@H]2C[C@H](NC(=O)CC(C)(C)C)CN2C(=O)CC(C)(C)C)C(N)=O)cc1	9%
COc1ccc(S(=O)(=O)N2CCC(C3CCN(C(C)=O)CC3)C2)cc1 (stereo not drawn)	12%
Cc1ccc(C)c(S(=O)(=O)c2nnn3c2nc(NC(C)C)c2sccc23)c1	u
COc1cc2c(cc1OC)C(C[C@H]1CN(C(=O)Cc3ccccc3)CC[C@H]1CC(=O)O)=NCC2	i
Next compounds:
SMILES	KDM5B inhibitor
COc1ccccc1N1CCN(c2ncnc3c2cnn3-c2ccc(C)cc2)CC1	-2%
COCCN1C(=O)CC[C@]2(C(=O)N3CCCCCC3)CCCC[C@@H]12	-10%
Cc1ccc(/C=C2/C(=O)ON=C2c2ccccc2)o1	u
Cc1ccc(SCCC(=O)N(C)CC(=O)Nc2c(C)cccc2C)cc1	32%
O=C1N(CC2CC2)CCCC12CCN(S(=O)(=O)N1CCOCC1)C2 (stereo not drawn)	64%
Cc1ccc(Sc2c(C)nn(C(=O)COc3ccccc3)c2C)cc1	u
Cn1nc(C2CCCN2)c2c(C(=O)N3CCOCC3)cc(C3CC3)nc21 (stereo not drawn)	u
Cc1ccccc1OCCOC(=O)c1ccc2c(c1)NC(=O)CS2	17%
O=C(NCc1cccs1)C(c1ccccc1)c1ccccc1	13%
O=c1c(N2CCN(Cc3ccccc3)CC2)csc2ccc(Br)cc12	u
Cc1cc(C)cc(C(=O)Nc2ccc3c(N4CCCC4)ncnc3c2)c1	-19%
O=C(CSc1ncnc2ccccc12)NCc1ccccc1	8%
COc1ccc(-c2nnc(C(C)OC(=O)c3[nH]c(C)c(C(C)=O)c3C)o2)cc1 (stereo not drawn)	7%
CCCCCc1ccc(-c2ccc(-c3ccc(C#N)cc3)nc2)cc1	-39%
c1ccc2c(c1)CC(N1CCC(CN(Cc3ccc4nonc4c3)CC3CCCO3)CC1)C2 (stereo not drawn)	-5%
COCCn1ccc2c(C3=CCOCC3)nc(-c3cccc(O)c3)cc21	40µM*
CC(C)COC(=O)/C(C#N)=C\c1ccc(-c2ccccc2Cl)o1	-16%[11.5 µM]
Fc1ccc(-c2nnn(Cc3coc(-c4ccccc4)n3)n2)cc1	11%

Four of these compounds in a different format:
mol | KDM5B inhibitor
Cc1cc(C)cc(C(=O)Nc2ccc3c(N4CCCC4)ncnc3c2)c1 | -19%
O=C(CSc1ncnc2ccccc12)NCc1ccccc1 | 8%
COc1ccc(-c2nnc(C(C)OC(=O)c3[nH]c(C)c(C(C)=O)c3C)o2)cc1 (stereo not drawn) | 7%
CCCCCc1ccc(-c2ccc(-c3ccc(C#N)cc3)nc2)cc1 | -39%
